# Polio RdRp inh: inhibitors of poliovirus RNA polymerase binding and polymerization. poliovirus polymerase elongation, fluorescence polarization; active compounds read low. P03300. % elongation, % (compound at 16.7 µg/mL). AID 588519. 150,000 compounds, 0.66% hits; in the data active means % elongation below about 90%; further: some results filed as inactive read as strong as hits
# Target sequence (P03300 1749-2209 limits assumed): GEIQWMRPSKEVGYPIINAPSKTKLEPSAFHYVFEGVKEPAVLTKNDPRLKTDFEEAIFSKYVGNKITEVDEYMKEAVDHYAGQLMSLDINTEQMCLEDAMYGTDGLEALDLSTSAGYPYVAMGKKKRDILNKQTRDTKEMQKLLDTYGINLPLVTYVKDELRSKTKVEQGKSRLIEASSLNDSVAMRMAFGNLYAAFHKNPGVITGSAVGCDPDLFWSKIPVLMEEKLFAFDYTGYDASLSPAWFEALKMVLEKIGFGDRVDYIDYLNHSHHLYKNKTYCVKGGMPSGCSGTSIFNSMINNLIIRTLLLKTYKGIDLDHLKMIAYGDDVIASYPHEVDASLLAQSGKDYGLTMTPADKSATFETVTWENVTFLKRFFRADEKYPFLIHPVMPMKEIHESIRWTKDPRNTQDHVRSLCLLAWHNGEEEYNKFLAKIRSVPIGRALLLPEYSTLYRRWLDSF
# Polio RdRp inh FP z-score: second read-out of Polio RdRp inh, no call of its own (marks repeat the call); z-score; measured here: FP z-score; hits read low
# Starred values were filed as active, the others as inactive; & = joins results of further samples. This is a subset; the hit share may differ from the screen's.
SMILES,Polio RdRp inh,Polio RdRp inh FP z-score
CC(=O)Oc1ccc(N2C(=O)C3C4C=CC(C(OC(C)=O)OC(C)=O)(O4)C3C2=O)cc1 (centres undefined),103.0,0.1
COc1ccc(CNC(=O)CN2C(=O)CSc3ccc(S(=O)(=O)N4CCCC4)cc32)cc1,120.0,0.5
COc1ccc(CNC(=O)c2ccc3c(c2)nc2n3CCC(C)C2)c(OC)c1 (centres undefined),107.0,-0.2
O=C(CCN1CCC(c2ccccc2)C1)c1cccs1 (centres undefined),103.0,0.3
COc1ccc2oc(-c3ccc(NC(=S)NC(=O)COc4ccccc4)cc3)nc2c1,97.0,-0.4
Cc1cc(OCc2nnc(SCC(=O)OC(C)C)o2)ccc1Cl,103.0,0.7
COc1ccc(/C=N/NC(C)(C)C)cc1O,106.0,0.4
CCN(CC)c1nc(C(F)(F)F)nc2c1nnn2Cc1ccccc1,99.0,-0.4
COc1ccc(C)cc1NC(=O)CN1C(=O)COc2ccc(S(=O)(=O)N3CCC(C)CC3)cc21,116.0,0.2
CCS(=O)(=O)CCc1nnc(NC(=O)Nc2cccc(C(F)(F)F)c2)s1,101.0,-0.2
CSc1cccc(NC(=O)c2cnn(-c3ccc(F)cc3)c2-n2cccc2)c1,107.0,-0.2
CCN(CC)Cn1nc2c3c(cccc3c1=O)-c1ccccc1-2,100.0,-0.6
COc1ccccc1C(=O)Oc1ccc2ccc(=O)oc2c1,102.0,0.1
O=C(CNc1ccc2c(c1)oc1ccccc12)c1ccc2c(c1)OCO2,103.0,0.5
Cc1ccc2c(=O)cc(C(=O)Nc3ccc(S(=O)(=O)N4CCCC(C)C4)cc3)oc2c1C (centres undefined),108.0,0.1
O=C(NCCN1CCCC1)c1ccc2c(c1)OCCO2,103.0,0.4
NC(=O)CSC1=N/C(=C\c2ccco2)C(=O)N1c1ccc(OC(F)F)cc1,116.0,1.2
O=C1CCCN1c1ccc(S(=O)(=O)NCCc2ccccc2)cc1,101.0,0
CCOC(=O)c1ccc(NC(=O)CCc2c(C)nc3c(-c4ccc(F)cc4)c(C)nn3c2C)cc1,104.0,-0.3
Cc1cc(C)c(NC(=O)CSc2cn(CC(=O)N3CCOCC3)c3ccccc23)c(C)c1,117.0,0.2
COc1ccc(/C=C2\SC(=S)N(CCC(=O)NCCO)C2=O)cc1,105.0,0.5
Cc1cc(C)n(-c2nc(C)c(C)c(=O)n2CC(=O)Nc2cccc([N+](=O)[O-])c2)n1,101.0,-1.5
CCOC(=O)C1=C(N)Oc2c(oc(CO)cc2=O)C12C(=O)N(CC(N)=O)c1ccccc12 (centres undefined),97.0,-0.1
CCn1c(C(=O)NCc2ccccc2)cc2sc(Cl)cc21,106.0,0.5
Cc1ccccc1N1CCN(Cc2ccc(O)cc2)CC1,100.0,0
CC1=CC(C)C(C2OC(C)CC(C)(C)O2)C(C)C1 (centres undefined),101.0,-0.2
N#C/C(=C\NCc1cc(C(F)(F)F)cc(C(F)(F)F)c1)S(=O)(=O)Cc1ccco1,100.0,-1.1
CC1CCc2c(sc(NC(=O)CCCOc3ccc(C(C)(C)C)cc3)c2C(N)=O)C1 (centres undefined),103.0,-0.3
CCCCn1nc(NC(=O)C(C)C)c2cc3cc(OC)ccc3nc21,102.0,-0.2
NNC(=O)CNS(=O)(=O)c1ccccc1,103.0,0.9
CC(=O)N1c2ccc(S(=O)(=O)NCc3ccccc3Cl)cc2CC1C (centres undefined),110.0,0.3
CCC(C)c1ccc(NC(=O)COC(=O)c2cccc(F)c2)cc1 (centres undefined),102.0,0.2
CCOC(=O)c1cnn(-c2ncnc3c2cnn3C)c1C(F)(F)F,104.0,0.6
CCOc1ccc(C=C2C(=O)OC(c3ccccc3)OC2=O)cc1 (centres undefined),101.0,0
Cc1ccc(CN(C)C(=O)C2CCCCC2)o1,110.0,0.7
CN=C(Nc1ccnn1C1CCCCC1)c1ccccc1,102.0,-0.3
COc1ccc(-n2nnc3c(SCC(=O)NC4CCCCC4)ncnc32)cc1,99.0,-0.6
Cc1ccc(S(=O)(=O)N2CCCCC2C(=O)O)cc1 (centres undefined),102.0,0.3
CCCn1c(=NC(=O)c2cc3ccccc3o2)c(C(=O)OCC)cc2c(=O)n3ccccc3nc21,107.0,0.8
COc1ccc(-c2cn3c(C)c(C(=O)Nc4cc(C)cc(C)c4)sc3n2)cc1,102.0,-1.1
COC(=O)c1sccc1S(=O)(=O)N1CCN(c2ccc(C)cc2C)CC1,108.0,0.7
CCn1c(-c2ccco2)nn(CN(C)Cc2cccc(Cl)c2)c1=S,105.0,0.5
CC1CCC(C(=O)NC(C(=O)N2CCC3(CC2)OCCO3)C(C)C)CC1 (centres undefined),103.0,0.4
COc1ccc(-n2ncc3c2ncn2nc(COc4ccc(Cl)cc4)nc32)cc1,121.0,0.4
O=c1[nH]ccn(-c2ccccc2)c1=O,103.0,0.7
CCc1ccc(CNC)cc1,101.0,0.1
c1ccc(OCCCn2nnc(-c3ccncc3)n2)cc1,103.0,0.7
CNC(=O)NC(=O)C(c1ccccc1)N1CCCC(c2nnc3ccc(C(F)(F)F)cn23)C1 (centres undefined),104.0,0.3
O=C(Nc1cc2c(cc1C(=O)c1ccccc1Cl)OCCO2)c1ccc(Br)cc1,102.0,-0.2
Cc1cccc(CN2C(=O)C(O)(CC(=O)c3ccco3)c3ccccc32)c1 (centres undefined),101.0,-0.4
# The listing continues:
SMILES,Polio RdRp inh,Polio RdRp inh FP z-score
CCOC(=O)c1c(C)nc(-c2ccccc2)nc1NC(=O)CC,98.0,-0.6
O=C(O)CC1(CC(=O)NCc2cccnc2)CCCCC1,101.0,-0.4
C/C(=N\N1C(=O)c2ccccc2NC1c1ccccc1)c1ccccc1O (centres undefined),101.0,0.2
O=C(O)c1ccccc1SC1CC(=O)N(Cc2ccccc2)C1=O (centres undefined),103.0,0.1
CCc1cc(=O)oc2cc(C)c3c(-c4ccc(F)cc4)coc3c12,108.0,-0.4
Cc1cccc(N2C(N)=NC(N)=NC23CCCCC3)c1,101.0,-0.1
CCCCCC(=O)Nc1cc2c(cc1C(=O)O)OCCO2,101.0,-0.2
CC1CCCCN1C(=O)Nc1cccc(C(F)(F)F)c1 (centres undefined),97.0,-0.4
O=C(O)Cn1cnc2ccccc2c1=O,99.0,-0.8
Cc1ccc(Cl)cc1NC(=O)C(=O)NCCc1sc(-c2ccc(F)cc2)nc1C,115.0,2.2
COc1cccc(CCNC(=O)c2c(O)nc3c(C)cccn3c2=O)c1,112.0,2.2
COc1ccc(C)cc1NC(=O)CSC1CCCC1,113.0,0.6
O=C(c1ccc2c(c1)CCN2S(=O)(=O)c1ccc(Cl)cc1)N1CCN(c2ccc(F)cc2)CC1,106.0,0
Cc1cc(-c2ccccn2)n[nH]c1=O,101.0,-0.2
Cc1cccc(Cn2cc(S(=O)(=O)c3cccc(C)c3)c(=O)c3cc(F)c(N4CCOCC4)cc32)c1,113.0,1.3
Cc1ccc(-c2n[nH]c3c2C(c2cccc(O)c2)N(c2ccc(C(=O)O)cc2)C3=O)cc1 (centres undefined),107.0,-0.1
O/N=C1/C2CC3C1C14CC(C2/C1=N\O)C34 (centres undefined),101.0,0
N=C1/C(=C/c2ccc(SCc3ccccc3)o2)C(=O)N=C2SC=CN12,114.0,3.5
COC(=O)c1ccc2c(c1)C(=O)N(C1CCCCC1)C2=O,101.0,0.5
CCNC(=O)c1cccc(OC)c1,102.0,-0.4
CC1=C(C(=O)Nc2ccc(C)cc2C)C(c2cccs2)n2nc(SCc3ccccc3Cl)nc2N1 (centres undefined),110.0,1.1
CC(CNC(C)c1ccccc1)C(=O)O (centres undefined),98.0,-0.7
Cn1c(=O)c(=O)n(C)c2cc(S(=O)(=O)CCC(=O)N3CCOc4ccccc43)ccc21,100.0,0
N#Cc1ccc(CO/N=C(\N)c2ccccc2)cc1,105.0,0.3
CCOc1ccccc1C(=O)N1CCCCC1CCN1CCOCC1 (centres undefined),106.0,-0.1
S=c1[nH]c(-c2ccccc2)cn1/N=C/c1ccc(N2CCOCC2)cc1,97.0,-0.4
CC(=O)Oc1ccc2occ(C(=O)c3ccc(Cl)cc3)c2c1,100.0,-0.1
CCCN1CCC(N2CCC(O)CC2)CC1,102.0,0.5
CCOC(=O)/C=C(\C)Nc1ccc(CC)cc1,103.0,0.4
COc1cc2nc(CN3CC(C)OC(C)C3)[nH]c(=O)c2cc1OC (centres undefined),103.0,0.3
COc1ccc(NC(=O)C2CCN(c3nc(C)nc4c3CCC4)CC2)cc1,100.0,-0.8
CCC(=O)NNc1ncnc2c1cnn2C,105.0,1.7
O=C1CON(c2ccc(Cl)c(Cl)c2)C(=O)N1,93.0,-2.9
Cn1c(C(=O)NCCCc2ccccc2)cc2oc3ccccc3c21,102.0,-0.2
CCOC(=O)N1CCC(NC(=O)Cn2ncc3c2-c2cc(C)ccc2OC3)CC1,102.0,-0.1
O=S(=O)(c1ccc(C2CCCCC2)cc1)N1CCN(c2ccc(Cl)c(Cl)c2)CC1,102.0,-0.3
CCOC(=O)C1CCN(C2CC(=O)N(c3c(C)cccc3C)C2=O)CC1 (centres undefined),105.0,0.3
Cc1ccc(-c2nc(C#N)c(NCCN3CCCCC3)o2)cc1,100.0,-0.5
O=S(=O)(Nc1ccccc1Cl)c1ccc2nc(Nc3ccc4c(c3)CCC4)oc2c1,97.0,-0.3
O=C(Cn1ncc2ccccc21)NC1CCCc2ccccc21 (centres undefined),103.0,0.1
NS(=O)(=O)c1ccc(CCNCc2ccccn2)cc1,103.0,0.3
COc1ccc(OC)c(NC(=O)C2CCCNC2=O)c1 (centres undefined),103.0,0.4
Cc1cc(C)c2c(n1)sc1c(=S)nc[nH]c12,102.0,0.2
O=C(Oc1ccccc1/C=C1/N=C2CCCCCN2C1=O)c1ccccc1Cl,102.0,0.2
CCC1CCCCN1C(=O)c1c[nH]c2ccc(S(=O)(=O)Nc3cccc(OC)c3)cc2c1=O (centres undefined),102.0,-0.6
CCOc1ccc(-c2cc(C(=O)NCc3ccccc3Cl)c3ccccc3n2)cc1,108.0,0
CCC(C(=O)Nc1cccc(C(=O)NC2CC2)c1)n1nnc(-c2ccc(Cl)cc2)n1 (centres undefined),101.0,-0.1
Cc1c(NC(=O)COCc2cc(-c3cccs3)on2)c(=O)n(-c2ccccc2)n1C,104.0,0.9
COc1ccc(C2C(C(=O)Nc3ccc(Cl)cc3)=C(C)Nc3nc(SCc4cccc(C)c4)nn32)cc1OC (centres undefined),113.0,0.3
CCOc1ccccc1N1CCN(C(=O)[C@@H]2CCCN2C(=O)c2cccs2)CC1,101.0,-0.3
# (cont.)
SMILES,Polio RdRp inh,Polio RdRp inh FP z-score
CN=c1scc(-c2ccc(Br)s2)n1/N=C/c1ccc(OCC(=O)N2CCOCC2)c(OC)c1,107.0,0.4
COc1ccc(CCNC(=O)Cn2c(=O)n(-c3ccc(C)c(C)c3)c(=O)c3c(C)c(C)sc32)cc1OC,105.0,0.1
Cc1ccc(Oc2nc3ccccn3c(=O)c2/C=C(\C#N)c2nc3ccccc3s2)c(C)c1,82.0,-4.4
O=C(CN1C(=O)COc2ccc(S(=O)(=O)N3CCCC3)cc21)N1CCN(c2ccc(F)cc2)CC1,100.0,-1.3
CCOC(=O)Cn1c(=O)oc2cc(S(=O)(=O)NCC3CCCO3)ccc21 (centres undefined),104.0,1
COc1ccc(NC(=O)CSc2nc3cc(OC)c(OC)cc3c3nc(-c4ccccc4)nn23)cc1Cl,111.0,0.9
Cc1ccc(C(C)C)c(OCCn2ccnc2)c1,103.0,0.3
N/C(=N\OCc1noc(-c2ccsc2)n1)c1ccc(C(F)(F)F)cc1,104.0,0.7
CCOC(=O)Cn1c(=O)n(C2CCCCC2)c2nc(-c3ccc(OCC)cc3)nc(C(N)=O)c21,100.0,-1.5
Nc1ccc(N=Nc2ccccc2)c(N)n1,100.0&98.0,0&-0.6
Cc1ccc(C)c(CN2C(=O)c3ccccc3S(=O)c3ccc(C(=O)N4CCC(C)CC4)cc32)c1 (centres undefined),110.0,0.6
CCC(C)N=CC1=C(O)CC(C)(C)CC1=O (centres undefined),103.0,0.2
O=c1[nH]c2ccc(Cl)cc2c(-c2ccccc2)c1N1CCN(Cc2ccc3c(c2)OCO3)CC1,100.0,-0.2
O=C1CC(c2ccco2)CC2=C1C(c1ccccc1)n1nc(C(F)(F)F)nc1N2 (centres undefined),102.0,0.6
C=C1C(C(=O)Nc2ccc(F)cc2)C1C(=O)Nc1ccc(F)cc1 (centres undefined),107.0,0.6
NC(=O)CSc1nnc(-c2ccc(Cl)cc2Cl)n1C1CCCCC1,103.0,0.4
O=C(C1CCC(Cn2c(=O)c3sccc3n(Cc3ccc(F)cc3)c2=O)CC1)N1CCOCC1 (centres undefined),103.0,-0.8
COc1cc(OC)c(NC(=O)N2CCC(CN3CCCC3)CC2)cc1Cl,113.0,0.5
Cc1nc2c(ccc3nc(NC(=O)c4cccc(Oc5ccccc5)c4)sc32)s1,103.0,0.2

# Screens from PubChem BioAssay.
